PRC2 inh: EZH2/PRC2 methyltransferase inhibitors, primary screen, biochemical, DELFIA time-resolved fluorescence, single point | PRC2 H3K27 methylation, DELFIA TRF, 1 h | actives 0.35% (n = 57,000) | inhibition, % at 12.5 µM | AID 651548, 2012;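 active = mean inhibition of replicates at least 50% and every single replicate also reaching 50%; inconclusive = mean inhibition at least 50% but some replicate falls below 50%; inactive = mean inhibition under 50%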;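 note: dimethyl H3K27 on biotinylated H3 21-44 peptide detected by antibody; plate controls were median neutral control wells for no effect and median positive control wells for full effect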
Target sequence (Q15910 whole entry, looked up): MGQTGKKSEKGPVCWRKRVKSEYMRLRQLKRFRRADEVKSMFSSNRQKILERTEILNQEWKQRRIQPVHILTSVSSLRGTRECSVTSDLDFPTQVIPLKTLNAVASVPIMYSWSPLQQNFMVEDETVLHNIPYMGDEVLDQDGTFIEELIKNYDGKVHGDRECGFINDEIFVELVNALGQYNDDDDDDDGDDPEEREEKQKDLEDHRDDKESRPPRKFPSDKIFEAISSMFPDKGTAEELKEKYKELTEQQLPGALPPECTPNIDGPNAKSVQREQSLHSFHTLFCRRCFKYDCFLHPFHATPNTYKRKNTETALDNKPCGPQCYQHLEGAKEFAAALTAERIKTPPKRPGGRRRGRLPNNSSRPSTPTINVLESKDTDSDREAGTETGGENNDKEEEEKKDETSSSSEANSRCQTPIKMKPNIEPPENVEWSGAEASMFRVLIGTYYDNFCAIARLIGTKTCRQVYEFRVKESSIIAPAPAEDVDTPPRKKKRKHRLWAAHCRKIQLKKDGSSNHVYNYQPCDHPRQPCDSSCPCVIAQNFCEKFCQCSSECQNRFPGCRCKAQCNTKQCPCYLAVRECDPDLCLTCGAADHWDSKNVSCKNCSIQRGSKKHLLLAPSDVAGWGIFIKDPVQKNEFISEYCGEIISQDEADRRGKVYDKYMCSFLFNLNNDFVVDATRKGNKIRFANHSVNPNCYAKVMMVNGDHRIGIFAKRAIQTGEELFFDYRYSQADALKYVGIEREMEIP
IDH1 mut inh: inhibitors of IDH1 R132H reductase, primary screen, biochemical, plate reader, single point. inhibition, % at 10 µM. Isocitrate dehydrogenase [NADP] cytoplasmic (Homo sapiens), O75874. AID 624101, 2012. diaphorase/resazurin fluorescence, 60 min. actives 0.18% (n = 70,000); in the data active = inhibition above about 34%; inconclusive = no clear call, values can overlap the other calls; inactive = below about 11%;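 note: 0% = DMSO and 100% = no enzyme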
Numbers without * were called inactive; ? = inconclusive; · = not tested or not shown; & = joins results of further samples. Only part of the results is shown; the hit share may differ from the screen's.

Fields – PRC2 inh	IDH1 mut inh
- COc1cccc(-c2cnc3c(c2)C(=O)N([C@@H](C)CO)C[C@@H](C)[C@H](CN(C)CC2CCOCC2)O3)c1
→ ·	-1.0
- C[C@H](CO)N1C[C@H](C)[C@@H](CN(C)C(=O)C2CCOCC2)Oc2ncc(C#Cc3cccc(F)c3)cc2C1=O
→ -10	0.2
- Cc1noc(C)c1NC(=O)Nc1ccc2c(c1)CC(=O)N([C@@H](C)CO)C[C@@H](C)[C@H](CN(C)Cc1ccc(Oc3ccccc3)cc1)O2
→ ·	-0.1
- C[C@@H]1CN([C@@H](C)CO)C(=O)c2cccc(NS(=O)(=O)c3cn(C)cn3)c2O[C@H]1CN(C)CC1CCCCC1
→ -20	·
- CO[C@H]1CN(C)C(=O)c2ccc(NC(=O)NC(C)C)cc2OC[C@H](C)N(C(=O)NC(C)C)C[C@H]1C
→ -14	0.3
- OC(CNCc1ccccc1)Cn1c2ccccc2c2ccccc21 (stereo not given)
→ -8	0.0
- C[C@@H]1CN([C@H](C)CO)C(=O)Cc2cc(NC(=O)Cc3ccccc3)ccc2O[C@@H]1CN(C)Cc1ccc2c(c1)OCO2
→ -9	·
- CCCNC(=O)N(C)C[C@@H]1Oc2ncc(C#Cc3ccncc3)cc2C(=O)N([C@@H](C)CO)C[C@@H]1C
→ 24	?
- CNC[C@@H]1Oc2ccc(NS(=O)(=O)c3ccc(F)cc3)cc2CC(=O)N([C@H](C)CO)C[C@H]1C
→ ·	1.5
- Cc1ccc(S(=O)(=O)N(C)C[C@H]2Oc3ccc(NC(=O)NC(C)C)cc3CC(=O)N([C@@H](C)CO)C[C@H]2C)cc1
→ 0	-0.9
- NCC[C@H]1CC[C@H](NC(=O)C2CCCCC2)[C@@H](CO)O1
→ -2	-0.2
- C[C@H](CO)N1C[C@H](C)[C@H](CN(C)S(=O)(=O)c2cn(C)cn2)Oc2ccc(NC(=O)CCCN(C)C)cc2C1=O
→ ·	0.4
- CNC[C@H]1Oc2cc(C#CCOC)ccc2S(=O)(=O)N([C@@H](C)CO)C[C@@H]1C
→ -26	0.0
- COc1ccc(NC(=O)Nc2cccc3c2O[C@@H](CN(C)S(=O)(=O)c2cccs2)[C@H](C)CN([C@@H](C)CO)C3=O)cc1
→ ·	-0.6
- Cc1ccc(S(=O)(=O)N(C)C[C@H]2OCCCC[C@H](C)Oc3ccc(NC(=O)c4ccccc4)cc3C(=O)N([C@@H](C)CO)C[C@@H]2C)cc1
→ ·	0.3
- O=C(NC1CCCC1)N[C@@H]1CC[C@H](CC(=O)N2CCOCC2)O[C@H]1CO
→ -16	0.4
- COc1ccc(S(=O)(=O)N(C)C[C@H]2OCCCC[C@H](C)Oc3ccc(NS(=O)(=O)c4ccc(F)cc4)cc3C(=O)N([C@@H](C)CO)C[C@H]2C)cc1
→ ·	0.5
- COC(=O)c1c(NC(=S)Nc2ccc(S(=O)(=O)NC34CC5CC(CC(C5)C3)C4)cc2)sc2c1CCC2
→ -3	0.3
- C[C@@H]1CN([C@H](C)CO)C(=O)c2cccc(NS(=O)(=O)c3ccccc3)c2O[C@H]1CN(C)S(=O)(=O)c1cccs1
→ ·	2.4
- O=Cc1ccc(NC(=O)CCCCCCC(=O)NOCc2ccccc2)cc1
→ -1	·
- Cc1ccc(S(=O)(=O)Nc2cccc3c2O[C@@H](CN(C)Cc2ccc(Cl)c(Cl)c2)[C@H](C)CN([C@H](C)CO)C3=O)cc1
→ ·	-0.8
- Cc1ccc(S(=O)(=O)N(C)C[C@@H]2Oc3ccc(NC(=O)Nc4ccccc4)cc3CC(=O)N([C@@H](C)CO)C[C@@H]2C)cc1
→ -19	0.6
- CO[C@@H]1CN(C)C(=O)c2cc(NC(=O)C3CC3)ccc2OC[C@H](C)N(C(=O)Cc2ccccn2)C[C@H]1C
→ -13	0.1
- C[C@H]1CN([C@@H](C)CO)S(=O)(=O)c2ccc(C#Cc3ccncc3)cc2O[C@H]1CN(C)C(=O)C1CCOCC1
→ 4	7.3
- O=c1[nH]c(=O)n(Cc2ccco2)c2c1C(C(F)(F)F)(C(F)(F)F)N=C(CCc1ccccc1)N2
→ -1	-0.3
- COc1cccc(-c2ccc3c(c2)O[C@H](CN(C)Cc2cccnc2)[C@@H](C)CN([C@H](C)CO)S3(=O)=O)c1
→ ·	-0.4
- O=C(O)C1=C[C@H](c2csc3ccccc23)C[C@H](OCCCCO)O1
→ -6&-4	·
- C[C@@H]1CN([C@H](C)CO)C(=O)Cc2cc(NC(=O)Nc3ccc(C(F)(F)F)cc3)ccc2O[C@@H]1CN(C)Cc1ccc(C(=O)Nc2ccccc2N)cc1
→ -22	0.2
- CO[C@H]1CN(C)C(=O)c2ccc(NS(C)(=O)=O)cc2OC[C@H](C)N(Cc2ccccn2)C[C@H]1C
→ -3	·
- Cc1ccccc1-c1cnc2c(c1)C(=O)N([C@@H](C)CO)C[C@H](C)[C@H](CN(C)CC1CCOCC1)O2
→ ·	1.3

Whole records as entered above. Screens in order: PRC2 inh	IDH1 mut inh
`CO[C@H]1CN(C)C(=O)c2ccc(NC(=O)NC(C)C)cc2OC[C@H](C)N(C(=O)NC(C)C)C[C@H]1C` as listed: -14	0.3
`COc1cccc(-c2ccc3c(c2)O[C@H](CN(C)Cc2cccnc2)[C@@H](C)CN([C@H](C)CO)S3(=O)=O)c1` as listed: ·	-0.4

Arranged by number of heavy atoms (highest first): some entries from above.
Fields – PRC2 inh	IDH1 mut inh
- C[C@@H]1CN([C@H](C)CO)C(=O)c2cccc(NS(=O)(=O)c3ccccc3)c2O[C@H]1CN(C)S(=O)(=O)c1cccs1
→ ·	2.4
- COC(=O)c1c(NC(=S)Nc2ccc(S(=O)(=O)NC34CC5CC(CC(C5)C3)C4)cc2)sc2c1CCC2
→ -3	0.3
- CNC[C@@H]1Oc2ccc(NS(=O)(=O)c3ccc(F)cc3)cc2CC(=O)N([C@H](C)CO)C[C@H]1C
→ ·	1.5

The list continues.
Fields – PRC2 inh	IDH1 mut inh
- O=S(=O)(N[C@@H]1CCCN(Cc2ccc(OCCO)cc2)C1)c1cccc(F)c1
→ -5	·
- O=C(C[C@H]1CC[C@H](NC(=O)c2cccc(F)c2)[C@@H](CO)O1)NCc1ccccc1
→ 4	-0.1
- C[C@H](CO)N1C[C@H](C)[C@@H](CN(C)C(=O)c2ccccn2)Oc2ncc(-c3ccccc3)cc2C1=O
→ 16	4.5
- CC(C)C#Cc1cnc2c(c1)C(=O)N([C@@H](C)CO)C[C@@H](C)[C@H](CN(C)C(=O)c1ccccc1)O2
→ ·	-0.2
- Cc1ccc(S(=O)(=O)Nc2ccc3c(c2)CC(=O)N([C@@H](C)CO)C[C@H](C)[C@@H](CN(C)S(=O)(=O)c2ccccc2)O3)cc1
→ ·	0.2
- CC(C)NC(=O)Nc1ccc2c(c1)C(=O)N([C@H](C)CO)C[C@H](C)[C@@H](CN(C)S(=O)(=O)c1cccs1)OCCCC[C@H](C)O2
→ ·	-8.7
- COCC(=O)N(C)C[C@@H]1Oc2cc(-c3ccccc3)ccc2S(=O)(=O)N([C@H](C)CO)C[C@H]1C
→ -16	0.2
- Cc1c(Cl)cccc1NC(=O)CN1CCN(CCO)CC1
→ 6	-0.5
- C[C@@H]1CCCCO[C@@H](CN(C)CC2CCCCC2)[C@H](C)CN([C@@H](C)CO)C(=O)c2cc(NC(=O)Cc3ccccc3)ccc2O1
→ ·	-1.6
- O=C(CCc1nc(-c2ccccc2F)no1)Nc1ccccc1[N+](=O)[O-]
→ -15	-0.1
- CO[C@H]1CN(C)C(=O)c2ccc(NS(=O)(=O)c3ccccc3)cc2OC[C@@H](C)N(Cc2nccs2)C[C@@H]1C
→ 4	0.0
- CO[C@@H]1CN(C)C(=O)c2cc(NC(C)=O)ccc2OC[C@H](C)N(CC2CCCCC2)C[C@@H]1C
→ -7	·
- CO[C@@H]1CN(C)C(=O)c2cc(NC(C)=O)ccc2OC[C@@H](C)N(Cc2nccs2)C[C@@H]1C
→ -5	-0.6
- C[C@H]1CN([C@@H](C)CO)C(=O)c2cc(NC(=O)Cc3cn(C)c4ccccc34)ccc2O[C@H]1CN(C)Cc1ccc2c(c1)OCO2
→ -9	-11
- CCCC(=O)Nc1ccc2c(c1)C(=O)N(C)C[C@@H](OC)[C@H](C)CN(Cc1ccccc1C(=O)O)[C@H](C)CO2
→ -1	0.1
- COCC#Cc1ccc2c(c1)O[C@@H](CN(C)Cc1ccccc1)[C@@H](C)CN([C@H](C)CO)S2(=O)=O
→ 3	-1.9
- C/C=C/c1ccc2c(c1)O[C@H](CN(C)C(=O)C1CCC1)[C@H](C)CN([C@H](C)CO)S2(=O)=O
→ 2	-1.1
- C[C@@H]1CN([C@H](C)CO)S(=O)(=O)c2ccc(-c3ccncc3)cc2O[C@@H]1CN(C)C(=O)CC1CC1
→ -3	-0.2
- C[C@@H]1CN([C@H](C)CO)C(=O)c2cc(NS(=O)(=O)c3cccs3)ccc2O[C@@H](C)CCCCO[C@@H]1CN(C)C
→ ·	0.1
- Cc1ccc(S(=O)(=O)N(C)C[C@@H]2Oc3ccc(N(C)C)cc3C(=O)N([C@@H](C)CO)C[C@@H]2C)cc1
→ ·	-5.0
- O=C(C[C@H]1C[C@H]2c3cc(NC(=O)NC4CCCCC4)ccc3O[C@H]2[C@H](CO)O1)NCC1CC1
→ 12	0.1
- C[C@H](CO)N1C[C@H](C)[C@H](CN(C)C(=O)NC2CCCCC2)Oc2ccc(NS(=O)(=O)c3ccc(Cl)cc3)cc2CC1=O
→ ·	2.0
- O=[N+]([O-])c1ncn(Cc2ccccn2)n1
→ ·	0.0
- O=C1O[C@H](c2ccccc2)[C@H](c2ccccc2)N2[C@H]1[C@@H](C(=O)Nc1nc3ccccc3s1)[C@]1(C(=O)Nc3ccc(C#CCCO)cc31)[C@H]2c1ccc(OCCO)cc1
→ -23	-0.6
- Cc1ccc(S(=O)(=O)N[C@@H]2CC[C@@H](CC(=O)N3CCc4ccccc4C3)O[C@@H]2CO)cc1
→ -3	0.2
- O=C(Cc1ccncc1)NCC[C@@H]1CC[C@H](NC(=O)C2CCCC2)[C@@H](CO)O1
→ 4	0.4
- COC(=O)C(CC#Cc1ccc2c(c1)[C@]1(C(=O)N2)[C@H](c2ccc(OCCO)cc2)N2[C@H](c3ccccc3)[C@H](c3ccccc3)OC(=O)[C@H]2[C@@H]1C(=O)N1CCN(c2ncccn2)CC1)C(=O)OC
→ -19	·
- COc1cccc(NC(=O)N[C@H]2CC[C@H](CC(=O)N3CCN(C)CC3)O[C@H]2CO)c1
→ -3	0.4
- Cc1ccc(S(=O)(=O)N(C)C[C@@H]2OCCCC[C@H](C)Oc3ccc(NS(=O)(=O)c4c(C)noc4C)cc3C(=O)N([C@@H](C)CO)C[C@@H]2C)cc1
→ ·	1.3
- O=C(C[C@H]1C[C@H]2c3cc(NC(=O)Nc4ccc(C(F)(F)F)cc4)ccc3O[C@H]2[C@@H](CO)O1)NCc1cc(F)ccc1F
→ -6	0.1
- C[C@H](CO)N1C[C@H](C)[C@H](CN(C)CC2CC2)Oc2c(NS(=O)(=O)c3ccc(Cl)cc3)cccc2C1=O
→ -10	1.9
- CO[C@@H]1CN(C)C(=O)c2ccc(NC(=O)Cc3ccccc3)cc2OC[C@@H](C)N(C(=O)c2ccccc2F)C[C@@H]1C
→ -4	-0.4
- Cc1cc(C)c2c(=O)cc(C(F)(F)F)oc2c1
→ -4	-1.2
- C[C@H]1CN([C@@H](C)CO)C(=O)c2cc(NC(=O)Cc3cn(C)c4ccccc34)ccc2O[C@H]1CN(C)C
→ ·	-0.6
- C[C@H]1CN([C@@H](C)CO)C(=O)c2cccc(NC(=O)c3ccncc3)c2O[C@H]1CN(C)S(=O)(=O)c1ccccc1
→ 2	3.3
- CCCNC(=O)Nc1ccc2c(c1)OC[C@H](C)N(C(=O)C1CCOCC1)C[C@@H](C)[C@H](OC)CN(C)C2=O
→ 5	0.3
- CC(C)NC(=O)Nc1ccc2c(c1)CC(=O)N([C@@H](C)CO)C[C@@H](C)[C@@H](CN(C)CC1CCCCC1)O2
→ -9	·
- C[C@H](CO)N1C[C@H](C)[C@@H](CN(C)S(=O)(=O)c2ccc(Cl)cc2)Oc2c(NS(=O)(=O)c3ccc(Cl)cc3)cccc2C1=O
→ ·	2.7
- Cc1noc(C)c1S(=O)(=O)Nc1ccc2c(c1)C(=O)N([C@H](C)CO)C[C@@H](C)[C@@H](CN(C)Cc1ccccc1)OCCCC[C@@H](C)O2
→ ·	-1.8
- CC(C)(C)[S@@](=O)N1Cc2cc(C(=O)NCCN3CCCC3)nc(-c3cccc(-c4cccc(C#N)c4)c3)c2[C@H]1CCO
→ -2	-0.2
- COc1ccc(S(=O)(=O)Nc2cccc(N(C)S(C)(=O)=O)c2)cc1OC
→ 15	0.1
- O=S(=O)(c1cccc(F)c1)N1CCN(Cc2ccc(OCCO)cc2)CC1
→ 4	·
- C[C@@H]1CCCCO[C@H](CN(C)Cc2ccc(C(=O)O)cc2)[C@H](C)CN([C@@H](C)CO)C(=O)c2cc(N(C)C)ccc2O1
→ 2	·
- C[C@@H]1CN([C@@H](C)CO)C(=O)c2cc(NC(=O)Nc3cccc4ccccc34)ccc2O[C@@H](C)CCCCO[C@@H]1CN(C)Cc1ccc(C(=O)O)cc1
→ ·	-11
- C[C@@H]1CN([C@@H](C)CO)C(=O)CCCn2nncc2CO[C@H]1CN(C)Cc1ccccc1O
→ ·	1.1
- COc1ccc(S(=O)(=O)Nc2ccc3c(c2)C(=O)N([C@@H](C)CO)C[C@H](C)[C@@H](CN(C)C(=O)Nc2ccccc2)OCCCC[C@@H](C)O3)cc1
→ ·	-0.9
- Cc1ccc(S(=O)(=O)N(C)C[C@@H]2Oc3c(NC(=O)C4CC4)cccc3C(=O)N([C@@H](C)CO)C[C@@H]2C)cc1
→ ·	-0.3

High-throughput results as filed in PubChem.
